Screening results (PubChem)
PLC-beta3 inh: PLC-beta3 (human) inhibition, primary screen; AID 720704; Q01970; Purified PLC-beta3, fluorogenic substrate, fluorescence; inhibition, % at 12.2 µM; 0.18% of 370,000 active; in the data active = inhibition above about 11%;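 note: 0% = median of compound wells on plate and 100% = full blocker control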
PG9 Ab binder: PG9 antibody binding by small molecule. 0.43% of 360,000 active. TR-FRET gp120-PG9 antibody binding. inhibition, % at 6.7 µM; in the data active = inhibition above about 8.5%
hgDAF-12 ag: hgDAF-12 agonism, primary luciferase screen; HEK293 GAL4-hgDAF12 UAS-luciferase reporter, agonist luminescence; normalized to butyrate control; 1.8% of 370,000 active; activation, % at 6.8 µM;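 active = activation above a cutoff set at the mean of all screened compounds plus 3 SD, cut at about 10% in these data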;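 note: 0% = DMSO wells and 100% = sodium butyrate wells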
HGIII-sPLA2 inh: Blocks human group III sPLA2 activity; Q9NZ20; QFRET BODIPY PC-A2 liposome hydrolysis, fluorescence; inhibition, % at 12.2 µM; 0.56% of 370,000 active; AID 743126;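 active = inhibition above mean plus 3 SD of compounds lying within the high and low control bounds, cut at about 19% in these data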;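 note: 0% = median of test compound wells and 100% = no enzyme DMSO wells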
NR1D1 modulator: modulates human Rev-erb alpha binding to DNA. P20393. Rev-erbα–FITC-DNA binding, fluorescence polarization, 90 min. activity, % at 10 µM. 0.79% of 370,000 active;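 active = activity above about 14%, limit read from the data; passing the limit was not always enough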;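 note: 0% = DMSO wells with 35 nM protein and 100% = DMSO wells with 750 nM protein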
Target sequence (P20393 whole entry, looked up): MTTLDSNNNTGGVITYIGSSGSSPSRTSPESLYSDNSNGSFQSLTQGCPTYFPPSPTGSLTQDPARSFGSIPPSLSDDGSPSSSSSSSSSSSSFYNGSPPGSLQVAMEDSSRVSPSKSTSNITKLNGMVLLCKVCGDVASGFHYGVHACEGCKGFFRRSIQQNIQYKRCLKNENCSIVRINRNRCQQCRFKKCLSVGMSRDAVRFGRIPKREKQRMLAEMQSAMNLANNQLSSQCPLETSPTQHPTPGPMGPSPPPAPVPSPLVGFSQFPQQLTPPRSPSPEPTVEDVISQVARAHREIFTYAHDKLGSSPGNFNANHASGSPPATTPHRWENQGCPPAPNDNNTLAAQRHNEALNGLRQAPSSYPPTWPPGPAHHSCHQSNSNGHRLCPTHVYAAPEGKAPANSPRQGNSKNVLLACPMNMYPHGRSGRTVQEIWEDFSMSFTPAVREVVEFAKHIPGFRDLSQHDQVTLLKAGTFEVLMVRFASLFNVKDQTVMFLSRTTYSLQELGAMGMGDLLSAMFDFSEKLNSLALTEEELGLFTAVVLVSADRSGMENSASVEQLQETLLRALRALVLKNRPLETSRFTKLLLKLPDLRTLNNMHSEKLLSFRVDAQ
DAX1 inh-1: NR0B1 (DAX1) inhibition. inhibition, % at 6.75 µM. AID 504766. 0.99% of 340,000 active. HEK293 Gal4-DAX1 luciferase reporter, luminescence;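 active = inhibition above the mean over all tested compounds plus 3 SD, cut at about 4.2% in these data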;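 note: 0% = DAX1-transfected cells with DMSO and 100% = empty-vector control cells with DMSO; inhibition shows as a rise in luminescence from relieved DAX1 repression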
Target sequence (P51843 207-470 limits assumed): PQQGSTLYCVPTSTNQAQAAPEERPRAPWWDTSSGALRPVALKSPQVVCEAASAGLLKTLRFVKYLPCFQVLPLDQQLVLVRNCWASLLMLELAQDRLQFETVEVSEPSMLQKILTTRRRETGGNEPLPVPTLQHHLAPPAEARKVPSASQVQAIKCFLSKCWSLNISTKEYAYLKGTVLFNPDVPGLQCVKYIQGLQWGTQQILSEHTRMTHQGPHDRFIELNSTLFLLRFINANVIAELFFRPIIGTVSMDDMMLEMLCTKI
hcDAF12 agonist: activates DAF-12 receptor from parasite H. contortus; HEK293 hcDAF-12 lit1-tk-luc reporter, luminescence; 0% DMSO, 100% Δ7-dafachronic acid; 1.4% of 370,000 active; activation, % at 6.8 µM; AID 652067;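 active = activation above the mean of all tested compounds plus 3 SD, cut at about 5.5% in these data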;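 note: 100% = response to 3 µM Δ7-dafachronic acid high control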
SMARCA2 act: SMARCA2 function activation, primary screen; MG213 cells, MMTV-luciferase reporter, dexamethasone, overnight; AID 652017; 1% of 370,000 active; activation, % at 9.1 µM; in the data active = activation above about 7.8%;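 note: 0% = vehicle wells and 100% = reference activator wells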
DAX1 inh-2: DAX1 (NR0B1) inhibition, primary screen; HEK293T StAR-luciferase reporter, SF-1/DAX-1 repression relief; inhibition, % at 6.8 µM; 1.1% of 370,000 active; AID 652010;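 active = inhibition above the mean over all tested compounds plus 3 SD, cut at about 3.6% in these data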;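 note: 0% = DAX-1 cells with DMSO and 100% = cells lacking DAX-1 with DMSO; higher inhibition means more luminescence from relief of DAX-1 repression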
FXN GAA850 act: increases GAA850 frataxin promoter reporter activity; HEK293 lucGAA850 FXN promoter luciferase reporter, 24 h; percent of 10 µM SAHA response; activation, % at 6 µM; 0.56% of 360,000 active; AID 540364;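 active = activation above the average of all compounds screened plus 3 SD, cutoff fixed separately per campaign, cut at about 7.5% in these data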;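 note: 0% = DMSO wells and 100% = 10 µM SAHA wells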
ssDAF12 agonist: S. stercoralis DAF-12 activation, primary screen | HEK293 ssDAF-12/GRIP1 lit1-tk-luc reporter, luminescence; % of 3 µM dafachronic acid response | 1% of 370,000 active | activation, % at 6.8 µM;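 active = activation above the mean over all tested compounds plus 3 SD, cut at about 0.9% in these data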;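 note: 0% = DMSO-only wells and 100% = 3 µM delta7-dafachronic acid wells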
Starred values were filed as active, the others as inactive; x = not tested or not shown.

SMILES	PLC-beta3 inh	PG9 Ab binder	hgDAF-12 ag	HGIII-sPLA2 inh	NR1D1 modulator	DAX1 inh-1	hcDAF12 agonist	SMARCA2 act	DAX1 inh-2	FXN GAA850 act	ssDAF12 agonist
Cc1csc(=O)n1CC(=O)Nc1nc2ccccc2s1	-7	-0.3	2.9	-1	-7	1.7	3.7	0	0.1	3.5	-0.1
COCCNC(=O)C(c1ccc(F)cc1)N(Cc1cccs1)C(=O)CCC(=O)Nc1ccccn1 (stereo unspecified)	-6	0.2	-0.7	1	9	0.1	-1.4	0	-0.3	0.2	-0.4
Cc1ccc(NC(=O)CSc2n[nH]c(-c3cccnc3)n2)c(Br)c1	-4	-2.5	3.8	-7	2	-0.8	-0.5	-1	-0.1	0.5	-0.9
COc1ccccc1NC(=O)NCCN1CCCCC1	-1	-0.9	1.5	8	3	1.1	1.0	-4	0.4	1.4	-1.6
c1nc(NCC2CCCC2)c2cc(-c3ccc4c(c3)OCO4)ccc2n1	-146	x	1.6	-9	3	x	3.3	x	x	x	-1.0
COc1cc2nc(C3CCC3)nc(N3CCN(c4ccccc4OC)CC3)c2cc1OC	-7	-1.2	-2.5	-10	5	-1.0	-3.4	9.4*	-0.8	-4.3	-2.4
CCCc1cc2c(c(NC(C)=O)n1)c(=O)oc1ccccc12	-17	0.0	0.4	10	17	1.1	1.5	1	1.1	6.2	-1.1
CC(C)(C)C1COc2ccccc2N1C(=O)c1cccc(Cl)c1 (stereo unspecified)	-5	-1.1	3.3	16	3	0.2	1.3	-1	-0.1	2.5	-0.5
Cc1nonc1NC(=O)CSc1nc2ccccc2[nH]1	0	0.8	0.0	3	2	-0.9	-0.2	-4	0.7	1.7	-1.9
O=C1CC(c2cccc(Cl)c2)CC(O)=C1C=Nc1cccc(Cl)c1 (stereo unspecified)	-2	0.9	2.2	9	-3	0.2	-0.9	-3	0.1	3.6	-1.9
O=C(CSc1cccc[n+]1[O-])c1ccc(Cl)cc1	-6	-0.6	-0.8	-18	-1	-0.5	-0.7	-1	0.9	0.5	-1.1
O=C(/C=C/c1ccccc1)Nc1cc(C(=O)O)cc(C(=O)O)c1	0	-2.9	-3.3	6	-1	-0.1	-0.4	-6	-0.3	1.9	-1.5

In a second layout: results already given
Structure: Cc1ccc(NC(=O)CSc2n[nH]c(-c3cccnc3)n2)c(Br)c1
  PLC-beta3 inh = -4
  PG9 Ab binder = -2.5
  hgDAF-12 ag = 3.8
  HGIII-sPLA2 inh = -7
  NR1D1 modulator = 2
  DAX1 inh-1 = -0.8
  hcDAF12 agonist = -0.5
  SMARCA2 act = -1
  DAX1 inh-2 = -0.1
  FXN GAA850 act = 0.5
  ssDAF12 agonist = -0.9

Structure: CCCc1cc2c(c(NC(C)=O)n1)c(=O)oc1ccccc12
  PLC-beta3 inh = -17
  PG9 Ab binder = 0.0
  hgDAF-12 ag = 0.4
  HGIII-sPLA2 inh = 10
  NR1D1 modulator = 17
  DAX1 inh-1 = 1.1
  hcDAF12 agonist = 1.5
  SMARCA2 act = 1
  DAX1 inh-2 = 1.1
  FXN GAA850 act = 6.2
  ssDAF12 agonist = -1.1

Following part:
SMILES	PLC-beta3 inh	PG9 Ab binder	hgDAF-12 ag	HGIII-sPLA2 inh	NR1D1 modulator	DAX1 inh-1	hcDAF12 agonist	SMARCA2 act	DAX1 inh-2	FXN GAA850 act	ssDAF12 agonist
CC(C)(C)C(=O)CSc1nnc(Nc2ccccc2)s1	-2	-1.7	7.1	-38	0	1.6	1.8	4	0.7	3.9	-1.2
O=C(NNC(=O)c1ccccc1OCc1ccccc1)c1ccccc1F	-4	-1.5	9.0	-2	-1	0.8	1.7	4	-0.3	3.9	-1.0
CCOC(=O)Cc1cc(=O)[nH]c(/N=C(\N)Nc2ccc(C)cc2C)n1	0	-1.5	-0.2	-29	-5	0.6	2.6	-3	-0.3	0.0	0.1
Cn1nc(C(F)(F)F)c2cc(C(=O)Nc3ccc(F)cc3)sc21	-4	-2.3	-3.4	-7	-1	-0.7	-3.3	3	-0.6	0.5	-2.6
CC(C)S(=O)(=O)c1csc(NC(=O)Nc2cccc([N+](=O)[O-])c2)c1Cl	-4	0.6	-0.3	10	1	0.5	1.0	-1	-0.1	2.5	-0.3
COC(=O)c1cc2n(n1)CCCNC2=O	1	-0.6	2.5	-2	0	2.5	-0.5	-1	-0.3	2.2	-1.5
Cc1cc2c(c(=O)o1)C(C13C=CC(CC1)C3)C(C#N)=C(N)O2 (stereo unspecified)	-8	2.0	-3.0	5	0	2.0	0.8	0	-0.1	-0.9	-1.4
COCCNC(=S)NN=C1CCCCCC1	-4	-1.0	-2.5	8	2	0.5	-0.1	-2	-0.1	0.4	-1.4
CCOC(=O)c1sc(NC(=O)c2cc(-c3cccc(O)c3)on2)c(C(=O)OCC)c1C	-1	-4.9	-3.8	-2	2	0.3	-0.2	2	0.6	2.2	-1.7
CCc1nnc(SCC(=O)Nc2ccc(N3CCOCC3)cc2)n1C	-1	-0.9	-2.0	2	-4	0.1	-0.8	1	-0.3	-0.5	-0.4
CNC(=O)c1nc(C)n(-c2ccc(Cl)cc2Cl)n1	1	3.2	2.5	-1	-1	-0.6	-1.4	-1	0.0	2.9	-0.6
O=C(Nc1ccccc1)NC1CCS(=O)(=O)C1 (stereo unspecified)	4	1.4	0.5	3	-3	0.9	0.0	1	-0.1	-0.8	-1.1
Cc1ccc(C)c(OCCC(=O)OCC(=O)N2CCN(S(=O)(=O)c3ccc(Cl)cc3)CC2)c1	5	1.3	-3.3	2	7	-0.3	0.5	8	-0.3	2.5	-1.0
CC(=O)Nc1ccc(NCN2C(=O)[C@@H]3[C@H]4CC[C@H](C4)[C@@H]3C2=O)cc1	5	-3.1	-0.7	5	-3	0.6	-0.5	8.9*	-0.3	2.5	-1.1
CC(C)c1ccc(NC2=NCC(=O)N2Cc2cccs2)cc1	-5	0.1	2.9	0	-4	-0.2	-1.0	2	0.4	2.5	-1.5
CC1(C)CC2(CCO1)N1CC3(C)CN2CC(C)(C1)C3O (stereo unspecified)	4	-1.4	1.1	-3	2	-0.1	-1.1	0	-1.0	1.3	-1.2
CCCCN(C)/C=N/c1c(C#N)cnn1-c1ccc(C)cc1	-1	0.4	-2.5	-9	5	-0.4	-1.7	-3	-0.6	3.4	-1.7
CCOc1ccc(NC(=O)c2ccc(N3CC4CC(C3)c3cccc(=O)n3C4)c(NC(=O)c3ccncc3)c2)cc1 (stereo unspecified)	-3	-1.1	-0.5	4	-3	1.3	0.1	-2	0.1	0.3	-0.9
O=C1c2ccccc2C(=O)N1Cc1nn2c(-c3ccc(Cl)cc3)nnc2s1	0	1.5	1.5	0	-2	0.5	-1.7	-1	-0.2	-1.3	-0.7
O=C(CN1CCN(S(=O)(=O)c2ccc(F)cc2)CC1)Nc1ccccc1C(=O)NC1CC1	-5	1.9	-1.4	13	-6	-1.3	-1.4	-2	-1.2	0.5	-1.4
CC(C)Cc1nc(Cl)c(C#N)c2c1CCCC2	3	-1.0	0.8	5	8	-0.9	-5.0	-1	0.1	3.8	-1.8
COc1ccc(C(C)=O)cc1COC(=O)c1c(C)nn(-c2ccccc2)c1C	-7	1.3	-5.6	-2	0	-2.3	-2.4	-5	-1.1	0.9	-1.9
CN(C)CCCNC(=S)N(CCCN(C)C)Cc1cc2cc3c(cc2[nH]c1=O)OCO3	-26	-0.1	0.2	-4	-1	1.4	-2.2	0	-0.1	1.4	-1.6
O=C(NCc1ccco1)C1CC(c2cccc([N+](=O)[O-])c2)=NO1 (stereo unspecified)	1	-0.9	2.3	8	-2	2.3	-0.8	1	-0.4	2.1	-0.9
CC(=O)CSc1nc2ccccc2s1	-6	-0.9	3.7	-12	3	0.8	-0.8	-1	0.1	3.4	-0.1
O=C1CC(c2ccco2)CC(O)=C1C=Nc1ccc(Br)cc1 (stereo unspecified)	-3	5.2	-2.3	-1	-4	-1.1	-0.2	0	0.7	1.5	-1.5
COc1ccccc1C(OC(=O)c1ccco1)C(=O)NCc1ccc(F)cc1 (stereo unspecified)	-5	0.3	-1.1	8	10	0.2	0.1	-3	0.1	1.3	-1.0
COc1ccc(NC(=O)CN(C)C(=O)C(Sc2ccccc2)c2ccccc2)cc1 (stereo unspecified)	-9	-0.1	-1.2	-5	0	0.7	-1.8	-5	-1.4	-2.2	-1.1
O=C(O)CCCNC(=O)c1ccc(NC(=O)Cc2ccc(Cl)cc2)cc1	6	-1.3	-1.6	1	-5	-0.7	-0.5	3	0.8	1.5	-1.8
O=C(Nc1cc2c(oc1=O)CCCC2=O)c1ccccc1	-5	-1.1	4.3	0	0	1.2	3.9	-2	0.3	-1.2	-0.3
Cc1ccc(NC(=O)Cc2ccc3c(c2)OCCO3)cc1S(=O)(=O)N1CCCCC1	-7	-2.3	-3.2	-40	-1	-0.8	-2.3	-4	-1.3	1.9	-1.8
COc1ccc(C(C(=O)NCC2CCCO2)N(C(=O)Cn2nnc3ccccc32)c2ccc(NC(C)=O)cc2)cc1OC (stereo unspecified)	-2	-2.4	1.9	-2	-3	-0.7	-0.5	0	0.4	1.4	-1.0
O=C(CC1SC(N2CCCC2)=NC1=O)Nc1ccc(C(=O)NCc2ccc(F)cc2)cc1 (stereo unspecified)	-7	-0.3	-0.9	-1	10	-1.9	-2.6	-1	-0.2	-0.9	-1.3
CCOc1ccc(CCNC(=O)CCCn2nc(C)c3c(C)n(-c4ccccc4)nc3c2=O)cc1	-4	-4.0	2.7	-2	1	-0.9	-1.1	0	-0.2	0.7	-0.7
CCc1noc(C)c1C(=O)N(CC)CC(=O)NCc1ccc(Cl)cc1	-6	0.5	0.8	1	-3	-0.2	0.6	-1	-0.2	-1.5	-0.9
COC(=O)C1=C(C)N(C)C(=S)NC1c1ccc(Cl)cc1 (stereo unspecified)	2	-1.8	-1.8	6	0	0.1	-1.3	-2	-0.5	-1.6	-1.6
O=C(NCCCN1CCOCC1)C(=O)N/N=C/c1ccc2c(c1)OCO2	-17	-3.0	-1.4	-4	-3	4.4*	-0.5	0	0.1	0.1	-0.7
CCn1c(C(=O)N2CCc3ccccc3C2)cc2oc3ccccc3c21	-3	-1.8	0.9	-3	1	-0.8	-0.9	-3	-0.2	2.0	-0.8
Cn1cnnc1SCC(=O)Nc1ccc(OC(F)F)cc1	-3	0.1	1.7	1	7	0.9	-0.7	4	-0.4	0.9	-1.3
COc1ccc(CNC(=O)CN2C(=O)NC(C)(c3ccc(Cl)cc3)C2=O)cc1 (stereo unspecified)	-6	-1.2	-3.2	4	0	-0.1	-1.3	-2	-0.2	1.4	-0.8
CSc1sc(C(=O)OC(C)C)c2c1C(=O)CC(C)(C)C2	-1	-1.0	0.3	5	5	2.0	-1.2	0	0.1	0.8	-1.1
COc1ccc(-c2nnn(CC(=O)NCc3ccccc3)n2)cc1OC	1	-0.8	-1.9	2	-2	0.1	-1.8	-2	-0.6	0.6	-0.9
CCN(CC(=O)Nc1cc(Cl)ccc1C)C(=O)c1ccc2c(=O)n3c(nc2c1)CCC3	-2	1.5	-1.7	5	4	0.5	-0.2	0	0.3	2.3	-0.5
CC(C)CC1NC(=O)N(CC(=O)Nc2cc(S(=O)(=O)N3CCOCC3)ccc2Cl)C1=O (stereo unspecified)	0	3.0	-3.0	10	5	-0.4	-0.6	-1	-1.9	-0.8	-0.9
O=C(O)CCNS(=O)(=O)c1ccc2c(c1)CCCC2	-9	-0.7	-1.2	-2	-3	0.7	0.8	-3	0.7	1.4	-1.9
